Compound activity from PubChem BioAssay.
pPAFAH FP inh: inhibitors of human plasma PAF acetylhydrolase (pPAFAH) | Q13093 | recombinant pPAFAH, FP-rhodamine probe fluorescence polarization | inhibition, % at 3.39 µM | 330,000 compounds, 1.5% hits;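 active = inhibition above the mean inhibition across the screen plus 3 SD, cut at about 25% in these data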;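 note: inhibitors block binding of the rhodamine activity-based probe so polarization drops; 0% = enzyme with DMSO and 100% = wells lacking pPAFAH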
LYPLA2 inh: blocks human lysophospholipase 2, a PME1 counter-screen; O95372; recombinant LYPLA2, FP-Rh probe fluorescence polarization; inhibition, % at 5.9 µM; 320,000 compounds, 0.38% hits; AID 2177;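 active = inhibition above the screen-wide mean plus 3 SD, limit set per campaign, cut at about 26% in these data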;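 note: 0% = LYPLA2 with DMSO and 100% = wells lacking LYPLA2 enzyme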
GSTO1 counter: blocks human GSTO1 in RBBP9 counter-screen; 300,000 compounds, 1.1% hits; inhibition, % at 5.96 µM; P78417; recombinant GSTO1, activity-based probe fluorescence polarization;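 active = inhibition above the campaign mean inhibition plus 3 SD, cut at about 35% in these data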;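 note: 0% = GSTO1-1 with DMSO and 100% = wells lacking GSTO1-1 enzyme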
Target sequence (P78417 whole entry, looked up): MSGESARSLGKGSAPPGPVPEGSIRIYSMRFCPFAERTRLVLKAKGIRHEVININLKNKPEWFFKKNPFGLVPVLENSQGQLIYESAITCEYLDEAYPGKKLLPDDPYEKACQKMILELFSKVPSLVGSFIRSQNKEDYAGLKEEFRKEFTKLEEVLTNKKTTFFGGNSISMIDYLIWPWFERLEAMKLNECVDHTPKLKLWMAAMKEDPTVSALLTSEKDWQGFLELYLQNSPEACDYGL
PREPL inh: human PREPL enzyme inhibition | 320,000 compounds, 0.68% hits | AID 2751 | inhibition, % at 5.96 µM | Q4J6C6 | recombinant PREPL, fluorescence polarization activity-based probe; in the data active = inhibition above about 43%;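 note: 0% = enzyme with DMSO and 100% = wells lacking enzyme; many of its hits are not listed in these tables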
PAD4 inh: inhibitors of human PAD4. Q9UM07. recombinant PAD4, RCA probe fluorescence polarization. inhibition, % at 6.36 µM. 330,000 compounds, 0.41% hits. AID 485272;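 active = percent inhibition above a cutoff equal to the mean of all tested compounds plus 3 SD, cut at about 15% in these data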;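 note: 0% = PAD4 with RCA probe and DMSO and 100% = probe without PAD4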
Target sequence (Q9UM07 whole entry, looked up): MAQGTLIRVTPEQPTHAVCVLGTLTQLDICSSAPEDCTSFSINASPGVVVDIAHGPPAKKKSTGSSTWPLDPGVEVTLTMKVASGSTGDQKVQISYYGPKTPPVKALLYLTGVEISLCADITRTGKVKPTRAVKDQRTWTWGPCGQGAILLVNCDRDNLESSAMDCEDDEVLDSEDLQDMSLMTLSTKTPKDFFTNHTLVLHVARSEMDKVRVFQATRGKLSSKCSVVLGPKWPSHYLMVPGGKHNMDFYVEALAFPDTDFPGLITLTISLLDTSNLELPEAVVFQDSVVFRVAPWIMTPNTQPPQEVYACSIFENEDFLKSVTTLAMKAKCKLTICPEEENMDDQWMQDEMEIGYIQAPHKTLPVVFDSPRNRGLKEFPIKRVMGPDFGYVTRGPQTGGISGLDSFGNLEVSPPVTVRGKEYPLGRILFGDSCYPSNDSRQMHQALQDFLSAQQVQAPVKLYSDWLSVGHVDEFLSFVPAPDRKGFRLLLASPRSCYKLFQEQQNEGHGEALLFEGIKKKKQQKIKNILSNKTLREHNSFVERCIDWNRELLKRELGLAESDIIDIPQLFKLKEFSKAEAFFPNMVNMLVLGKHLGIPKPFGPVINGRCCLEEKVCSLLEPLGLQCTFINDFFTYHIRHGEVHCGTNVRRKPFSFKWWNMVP
PAFAH1B2 inh: blocks human PAF acetylhydrolase 1b catalytic subunit 2; inhibition, % at 3.39 µM; 340,000 compounds, 1.2% hits; recombinant PAFAH1B2, FP-rhodamine activity probe, fluorescence polarization; P68402; AID 492953;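 active = inhibition above the mean of all tested compounds plus 3 SD, cut at about 24% in these data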;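 note: 0% = enzyme with DMSO and 100% = wells lacking PAFAH1B2; many of its hits are not listed in these tables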
PME-1 inh: PME-1 (human) inhibition; Q9Y570; recombinant PME-1, FP-Rh probe fluorescence polarization; inhibition, % at 5.9 µM; 320,000 compounds, 0.53% hits; AID 2130;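 active = inhibition above the campaign mean of all compounds plus 3 SD, cut at about 26% in these data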;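 note: competitive labeling of PME-1 active site by serine hydrolase directed probe; 0% = PME-1 with DMSO and 100% = wells lacking PME-1 enzyme; inhibitors block probe labeling so polarization falls and inhibition rises; many of its hits are not listed in these tables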
LYPLA1 counter: counter-screen for PME1 inhibitors: inhibitors of human LYPLA1; recombinant LYPLA1, FP-Rh probe fluorescence polarization; inhibition, % at 5.9 µM; 320,000 compounds, 0.16% hits;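 active = inhibition above the mean of all tested compounds plus 3 SD, set per campaign, cut at about 14% in these data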;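 note: inhibitors block serine hydrolase probe labeling of LYPLA1 so polarization falls; 0% = enzyme with DMSO and 100% = wells lacking LYPLA1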
PAFAH1B3 inh: PAFAH1B3 (human) inhibition. recombinant PAFAH1B3, FP-rhodamine probe, fluorescence polarization. inhibition, % at 3.39 µM. 340,000 compounds, 0.28% hits;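 active = inhibition above the screen-wide average of all tested compounds plus 3 SD, cut at about 25% in these data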;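 note: 0% = enzyme with DMSO only and 100% = wells lacking PAFAH1B3 protein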
Numbers without * were called inactive; . = no result given.

Each structure is followed by: PAFAH1B3 inh | PME-1 inh | LYPLA1 counter | GSTO1 counter | PAFAH1B2 inh | PREPL inh | PAD4 inh | pPAFAH FP inh | LYPLA2 inh
O=C(NCc1ccccc1)NC(O)C(Cl)(Cl)Cl (centres undefined)
    3.8 | 0.0 | 0.6 | 4.7 | 3.2 | 6.3 | 1.4 | -1.6 | 3.5
O=C1C=C(c2ccc3c(c2)OCO3)C[C@@H](c2ccc(F)cc2)C1
    19.2 | 4.2 | -0.6 | . | -1.7 | 3.7 | 4.8 | -0.1 | 5.9
Cc1cccc(NC2=Nc3ccccc3N3C2=Nc2c(c(C)nn2-c2ccccc2)C3c2ccc(O)c(O)c2)c1 (centres undefined)
    -15.2 | -13.0 | -12.6 | 0.9 | -13.2 | 13.3 | -2.5 | -1.4 | -7.5
CCC1(C)Cc2c(sc3c2c(=O)n(C)c2nnc(SCCc4ccccc4)n32)CO1 (centres undefined)
    2.7 | 1.0 | -2.1 | 1.6 | -0.9 | -9.7 | 0.1 | 2.6 | 4.2
Cc1nn(-c2ccc(F)cc2)c2sc(C(=O)OCC(=O)N3CCC(C)CC3)cc12
    4.2 | 2.8 | -3.9 | -2.1 | 1.1 | -0.5 | -1.4 | -2.9 | 4.3
COc1ccc(-c2noc(CCC(=O)N3CCN(c4ccccc4Br)CC3)n2)cc1
    8.2 | . | . | . | -6.5 | . | -3.5 | 1.2 | .
O=C(NCC1(O)CCCCC1)C1CCC(=O)N(CCc2ccccc2)C1 (centres undefined)
    10.9 | 6.8 | -0.6 | -1.8 | 0.5 | 10.2 | -1.5 | 5.8 | -5.7
CCN(CC)Cc1c(-c2ccccc2)[nH]c2ccc(C)cc2c1=O
    5.0 | 16.2 | 2.6 | 2.6 | 2.8 | 1.0 | -2.7 | 3.5 | 10.2
Cc1ccc(C(=O)N2CCN(c3ccc(NC(=O)COc4ccccc4C)cc3)CC2)cc1
    -2.0 | 4.7 | 2.1 | -0.7 | 1.5 | 51.9* | -1.8 | 8.9 | 29.3*
COc1ccc(N2CC(C(=O)NC3CC(C)(C)NC(C)(C)C3)CC2=O)cc1 (centres undefined)
    0.0 | 1.3 | -0.1 | -0.8 | 5.5 | 9.3 | -3.1 | -5.5 | -3.6
NC(=O)CNc1ncc(C(F)(F)F)cc1Cl
    -0.8 | 4.4 | -0.7 | 1.2 | 3.6 | 1.1 | -1.7 | -0.4 | -1.0
CC(C)(C)c1ccc(OCc2ccc(C(=O)N/N=C3\CC4CC=CC34)cc2)cc1 (centres undefined)
    5.2 | -1.1 | 4.4 | -1.9 | 3.0 | 3.4 | -0.3 | 6.2 | -5.9
COc1cccc(/C=N/NC(=O)CSc2nnc(C)n2-c2ccccc2)c1O
    11.9 | 1.1 | -0.1 | -1.9 | 3.9 | 3.9 | -7.3 | 0.4 | 4.4
Cc1sc2nc3n(c(=O)c2c1C)CCCCC3
    -7.1 | -4.8 | 1.1 | 7.6 | 0.1 | 2.7 | 0.4 | 3.2 | 0.8
Cc1ccc(C(C)C)c(OCCNC(=O)c2cncc(Br)c2)c1
    -2.5 | 3.8 | -6.2 | 0.9 | 7.9 | 0.2 | -3.6 | -6.3 | -7.6
Cc1cc(C)n2nc(SCc3cccc(S(=O)(=O)N(C)C)c3)nc2n1
    2.8 | 0.1 | -0.4 | 12.2 | 2.6 | 16.7 | 5.0 | 1.8 | 1.2
CC1(C)CC(=O)C2=C(C1)OC(N)=C(C#N)C2c1ccccc1OC(=O)N1CCOCC1 (centres undefined)
    -1.1 | -2.1 | -4.4 | 3.6 | 1.1 | 12.1 | -0.3 | 3.2 | 1.4
CC(OC(=O)CCc1nc2ccccc2c(=O)[nH]1)C(=O)c1ccc(C(C)(C)C)cc1 (centres undefined)
    -8.8 | -1.5 | -1.1 | -4.3 | 18.6 | 12.0 | -3.4 | -17.4 | -5.1
Cc1cc(C(=O)OCC(=O)NCc2cccs2)c2ccccc2n1
    3.9 | 8.4 | 1.7 | 8.1 | -0.7 | 15.2 | 3.9 | 0.3 | 7.6
Cc1noc(C)c1S(=O)(=O)N(CC(=O)NCCc1ccccc1)c1ccc(C(C)C)cc1
    4.7 | -4.1 | -1.0 | 10.5 | 2.9 | -10.6 | 1.1 | -3.6 | -1.6

Next section.
Each structure is followed by: PAFAH1B3 inh | PME-1 inh | LYPLA1 counter | GSTO1 counter | PAFAH1B2 inh | PREPL inh | PAD4 inh | pPAFAH FP inh | LYPLA2 inh
Cc1ccc(NC(=O)C2C3C=CC4(O3)C2C(=O)N(CCCN2CCCCC2)C4C(=O)NC2CCCCC2)cc1C (centres undefined)
    -1.2 | -3.5 | -1.2 | -2.5 | 3.4 | 20.0 | 1.1 | 3.7 | 4.7
CC(=O)C(Cc1ccccc1)(Cc1ccccc1)C(C)=O
    11.0 | -2.4 | 0.7 | -6.8 | 5.4 | -4.7 | -3.3 | 7.5 | -1.3
CC(C)(C)OC(=O)N[C@@H](COCc1ccccc1)C(=O)N[C@@H](CO)[C@H](O)[C@@H]1C[C@@H]1C(=O)NC1CCCCC1
    2.5 | 0.0 | -0.7 | -4.6 | 3.0 | 0.5 | 1.8 | 1.4 | -1.6
CC1CCN(Cc2nnc(-c3cccc(Br)c3)o2)CC1
    4.7 | -3.6 | 1.8 | -1.6 | 0.1 | 1.9 | -0.8 | 7.7 | 3.5
COc1ccc(C(=O)CSc2nccc(=O)[nH]2)cc1
    3.8 | 1.8 | 1.1 | 3.0 | -0.7 | 7.0 | 0.0 | 0.1 | 5.3
O=S(=O)(c1ccc(F)c(F)c1)N1CCN(Cc2ccc3c(c2)OCO3)CC1
    3.5 | -4.2 | -2.8 | -1.2 | 5.0 | 2.5 | 5.3 | 4.8 | -4.1
COc1ccc(CN(CC2CCCO2)S(=O)(=O)c2ccc(C(=O)O)cc2)cc1OC (centres undefined)
    4.0 | -1.4 | -0.7 | 2.9 | 1.2 | -2.8 | -4.1 | 0.6 | 5.0
Cn1cccc1C(=O)OCc1csc(-c2ccccc2)n1
    1.4 | -1.9 | -1.1 | -0.8 | 4.4 | -9.9 | -1.4 | 9.5 | 2.7
CC1CN(C(=S)c2cccc([N+](=O)[O-])c2)CC(C)O1 (centres undefined)
    -0.2 | -1.0 | -2.0 | 1.5 | 7.1 | -1.4 | -3.9 | 7.8 | 3.3
CCOC(=O)c1nnn(CC(=O)N2N=C(c3cc(C)ccc3C)CC2c2ccc(OC)cc2)c1C(=O)OCC (centres undefined)
    3.9 | -11.9 | -6.7 | -5.3 | 1.5 | 10.8 | 2.9 | 24.2 | -4.5
Cc1cc(C)c(-c2csc(NC(=O)C3=COCCO3)n2)cc1C
    5.4 | -3.2 | -3.1 | 8.4 | 0.8 | 9.7 | 1.5 | -1.5 | -2.3
CCc1ccccc1NC(=O)CCS(=O)(=O)c1ccc(Br)cc1
    -2.9 | -2.6 | 0.5 | 0.7 | 19.7 | 9.2 | -2.4 | 2.2 | -2.3
CCOC(=O)C1CCN(Cc2ccc(O)c(OC)c2)CC1
    3.5 | -0.3 | 3.8 | 13.7 | -1.1 | 11.5 | 3.3 | 4.5 | 5.4
CC(NC(=O)CCNC(=O)c1ccco1)c1ccccc1 (centres undefined)
    5.5 | 5.3 | 1.5 | -2.5 | 6.1 | 1.9 | -4.7 | 3.2 | 3.7
CC(NC(=O)c1ccccc1Cl)C(=O)OCc1cn2cc(Cl)ccc2n1 (centres undefined)
    1.6 | . | . | . | 6.8 | 9.9 | 1.0 | -7.5 | .
CN(C(=O)c1ccc(Cl)c([N+](=O)[O-])c1)C1(C)CCS(=O)(=O)C1 (centres undefined)
    2.5 | -6.0 | 2.2 | 1.4 | 1.1 | -3.0 | -1.4 | 3.9 | 6.4
CCOC(=O)CNC(=O)CN1CCC(c2nc3ccccc3[nH]2)CC1
    1.0 | 2.8 | -7.6 | 3.7 | 1.0 | 7.5 | 0.3 | -4.5 | -9.5
O=C(Nc1ccc(Cl)cc1)C1C2C=CC3(O2)C1C(=O)N(CCN1CCCCC1)C3C(=O)NC1CCCCC1 (centres undefined)
    12.7 | -4.4 | 1.2 | 0.7 | 6.0 | 34.8 | -1.0 | -0.5 | 1.1
Nc1nc(-c2ccccc2)c(C(=O)Nc2ccccc2)s1
    13.1 | -1.1 | 1.3 | 19.9 | -5.3 | -10.1 | 0.2 | 1.9 | 1.1
O=C(Nc1cccc(C(=O)O)c1)/C(=C/c1ccc([N+](=O)[O-])cc1)NC(=O)c1ccccc1
    7.9 | -7.9 | -0.1 | 12.1 | 7.4 | -5.3 | 10.9 | 1.8 | -7.6

Further records follow:
Each structure is followed by: PAFAH1B3 inh | PME-1 inh | LYPLA1 counter | GSTO1 counter | PAFAH1B2 inh | PREPL inh | PAD4 inh | pPAFAH FP inh | LYPLA2 inh
COc1ccccc1N=C1SC(C(=O)Nc2cccc(Cl)c2Cl)C(N)=C1C(N)=O (centres undefined)
    -0.7 | 7.0 | -3.7 | 3.9 | 2.0 | -2.1 | -3.3 | 7.1 | -6.8
COc1ccc(C(=O)N2CCN(CCNC(=O)C(=O)Nc3ccc(F)cc3)CC2)cc1
    4.7 | -3.9 | -0.5 | 13.6 | 8.0 | -6.9 | -2.0 | -0.5 | 0.4
C=CCSc1nnc(CCCCCN2C(=O)c3cccc4cccc(c34)C2=O)o1
    -1.2 | -1.8 | 26.7* | 1.4 | 2.0 | 9.3 | -1.9 | -0.1 | 9.6
CCOC(=O)N1CCN(C(=O)c2ccc3c(=O)n(Cc4ccc(Cl)cc4)c(=S)[nH]c3c2)CC1
    -1.8 | 4.3 | -1.2 | 0.4 | -1.6 | 6.3 | 4.7 | 4.3 | -2.6
Cc1ccc(NC(=O)c2cc3c(s2)CCC3)cc1S(=O)(=O)N1CCOCC1
    4.2 | -3.2 | -3.4 | -8.4 | 1.1 | 7.2 | -5.6 | -0.7 | 1.1
COc1ccccc1OCC(=O)OCC(=O)NCCN1C(=O)CSC1=O
    5.2 | -6.3 | 0.9 | 6.2 | -3.3 | -3.5 | -7.2 | 6.5 | 2.4
COc1ccccc1OCC(=O)N1CCC2(CC1)CC(=O)c1ccccc1O2
    4.6 | -0.9 | -2.2 | -7.5 | 1.4 | -4.2 | -3.6 | 6.9 | -5.2
CCCC(=O)OCC(=O)Nc1ccc([N+](=O)[O-])cc1C#N
    5.8 | 8.2 | 5.5 | 5.6 | 2.9 | -4.5 | -1.6 | 3.9 | 4.0
CNC(=O)c1[nH]cnc1C(=O)NCC(=O)OCc1ccccc1
    8.0 | 3.7 | 0.1 | 6.9 | -4.6 | -3.4 | -1.1 | 2.2 | 4.3
O=C(Nc1ccccc1C(=O)N1CCCCC1)c1ccco1
    8.6 | -7.4 | -1.9 | 12.3 | 6.8 | 11.0 | -1.9 | -1.5 | -8.2
COc1cc(-c2nc(-c3cccc(C(F)(F)F)c3)no2)cc(OC)c1OC
    -4.7 | -2.3 | -0.4 | -6.0 | 1.9 | -5.3 | 2.7 | 1.3 | 3.2
COc1ccc(-c2ccc3oc(-c4ccsc4)cc3c2)cc1
    -1.1 | -3.9 | -2.2 | 0.3 | 10.5 | 19.5 | -1.9 | -1.3 | -0.7
CCCCOc1ccccc1P(=O)(O)CP(=O)(c1ccccc1)c1ccccc1
    -0.6 | -1.0 | 2.1 | 4.9 | 1.4 | 1.8 | 4.5 | -1.1 | 8.6

A portion of the library, so the mix of outcomes need not match the whole.
